From PubChem
miR-122 sensor – miR-122 Renilla sensor signal increase in Huh7, primary screen, miR-122 inhibitor project, cell-based, single point, plate reader; Huh7 miR-122 Renilla luciferase sensor, 48 h; neutral wells = 0, positive control = 100; activation (reporter increase), % at 12.5 µM; hit rate 0.3% among 340,000; AID 602342, 2012;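 active = mean replicate activation score at least 90 and every replicate individually at or above 90; inconclusive = only one of the two criteria met; inactive = neither criterion met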;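 note: higher luciferase means less miR-122 activity so hits act as miR-122 inhibitors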
DENV2 CPE rescue – inhibitors of DENV2 cytopathic effect, primary screen, cell-based, plate reader, single concentration; DENV2-infected cells, cytopathic effect rescue; AID 651640, 2012; CPE inhibition, % at 9.99 µM; hit rate 1.7% among 350,000; in the data active = CPE inhibition above about 20%, passing the limit was not always enough; inconclusive = no clear call, values can overlap the other calls; tested in BHK-21 cells;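 note: 0% = median of neutral control wells and 100% = median of positive control wells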
PAX8 inh HTS – inhibitors of PAX8-driven TPO luciferase reporter, primary screen, RMG-I cells, single concentration. hit rate 1.2% among 360,000. AID 652154, 2013. SteadyGlo, 24 h. inhibition, % at 12.6 µM;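 active = mean replicate inhibition at least 60% with every replicate also reaching 60%; inconclusive = only one of the two criteria is met; inactive = mean below 60% and not all replicates reaching 60%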;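 note: luciferase light reporting Pax8 driven TPO promoter activity; plate controls were median of neutral control wells for no effect and mitoxantrone controls for full effect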
EWS-Fli block – EWS/Fli-driven NR0B1 reporter inhibitors, primary screen, A673 cells, NR0B1 luciferase, luminescence, MLPCN library | hit rate 0.67% among 350,000 | viability-normalised | inhibition, % at 12.6 µM;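 active = mean inhibition of at least 50% after viability correction, with every replicate also passing that limit; inconclusive = mean reaches 50% but only one of two replicates passes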;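 note: firefly luciferase signal divided by Alamar Blue viability fluorescence both relative to DMSO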
FN deposit inh – inhibitors of fibronectin matrix deposition, primary screen, AH1F cells, Alexa488-fibronectin fluorescence, plate reader; AH1F fibroblasts, overnight; inhibition, % at 12.6 µM; hit rate 0.086% among 350,000; AID 743247, 2014;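 active = mean inhibition across replicates of 30% or more, regardless of how many single replicates reach that level; inconclusive = mean under 30% yet at least half of replicates reach 30%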;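 note: positive control wells lacked labelled fibronectin entirely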
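Material: AH1F fibroblast monolayer depositing Alexa488-labelled fibronectin into matrix | Input: 10000 AH1F cells/well | Medium: DMEM plus 2% serum, read in PBS | Reagent: Alexa488-fibronectin, 24 nM final in well | Compound dosing: One dose per compound, pinned | Schedule: 1 h adhesion, overnight exposure | Measured by: Fluorescence at 485 nm excitation, 525 nm emission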
INS-1E GSIS act – GLuc luminescence reporter in INS-1E cells, primary screen for activators of glucose-dependent secretion of insulin; INS-1E GLuc reporter insulin secretion, 2-3 h; activation, % at 16.6 µM; hit rate 0.61% among 370,000;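 active = lowest replicate activation of at least 40%, so every replicate reaches that level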;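 note: 0% = median of neutral control wells and 100% = median of IBMX positive control wells; some compounds called inactive have numbers as strong as hits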
CFTR F508del cor – F508del CFTR correction, initial screen, CFBE line, single point; AID 720511, 2013; activity (quench increase), % at 7.58 µM; hit rate 0.36% among 350,000; CFBE cells, YFP halide quenching; stimulated with forskolin plus potentiator P3; % fluorescence drop versus neutral controls;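 active = mean added fluorescence quench of at least 8% versus neutral control, with both replicates also reaching 8%; inconclusive = only one of the mean or replicate conditions met; inactive = mean below 8% and not both replicates reaching 8%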;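 note: cells transiently co-express mutant CFTR-F508del with the halide-sensitive YFP; corrector assay measuring rescue of mutant channel to the surface after 24 h compound exposure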
Active calls of the source: *; [ ] = dose if it differs, or a comment.

Screening O=S(=O)(c1ccc(=S)[nH]c1)N1CCN(Cc2ccccc2)CC1 returned miR-122 sensor -8, DENV2 CPE rescue 25*, EWS-Fli block 1, FN deposit inh 0, INS-1E GSIS act -4 and CFTR F508del cor 1.1.
Cc1cc([N+](=O)[O-])nn1Cc1noc(C(=O)NCc2ccc3c(c2)OCO3)n1 was read as miR-122 sensor 10, DENV2 CPE rescue 11, PAX8 inh HTS -4, EWS-Fli block -5, FN deposit inh -5, INS-1E GSIS act -4 and CFTR F508del cor 4.4.
`C[C@@H](NC(=O)C[C@@H]1CC[C@H](NC(=O)c2cccnc2)[C@H](CO)O1)c1ccccc1` gave miR-122 sensor -9[16.7 µM], DENV2 CPE rescue -1, PAX8 inh HTS 1, EWS-Fli block 5, FN deposit inh 12, INS-1E GSIS act 11 and CFTR F508del cor 1.2.
`CCOC(=O)C1=C(C)N(C)C(=S)NC1c1ccccc1` (stereo not given) gave miR-122 sensor -5, DENV2 CPE rescue 17, PAX8 inh HTS -3, EWS-Fli block -1, FN deposit inh -2, INS-1E GSIS act 2 and CFTR F508del cor -1.0.
Screening CN1CCN(C(=O)C[C@@H]2CC[C@@H]3[C@H](COc4ccc(NC(=O)c5cscn5)cc4C(=O)N3C)O2)CC1 returned miR-122 sensor -28[16.7 µM], DENV2 CPE rescue 1, PAX8 inh HTS -7, EWS-Fli block -5, FN deposit inh -1, INS-1E GSIS act -2 and CFTR F508del cor -2.4.
For CC1CCc2cc(F)ccc2N1C(=O)c1cccnc1 (stereo not given) the results were miR-122 sensor 0, DENV2 CPE rescue -4, PAX8 inh HTS -19, EWS-Fli block -3, FN deposit inh 7, INS-1E GSIS act 6 and CFTR F508del cor 1.4.
`O=C(NC1CCCCCCC1)c1cc([N+](=O)[O-])ccc1Cl` gave miR-122 sensor -8, DENV2 CPE rescue -3, PAX8 inh HTS -9, EWS-Fli block -4, FN deposit inh 6, INS-1E GSIS act 10 and CFTR F508del cor -0.4.
Screening COc1cc(/C=N/NC(=O)c2cncc(Br)c2)cc([N+](=O)[O-])c1O returned miR-122 sensor -15, DENV2 CPE rescue inconclusive, PAX8 inh HTS 15, EWS-Fli block 14, FN deposit inh 7, INS-1E GSIS act -5 and CFTR F508del cor -0.7.
Screening CCCc1cn(CC[C@@H]2CC[C@H](NS(=O)(=O)c3ccc(-c4ccccc4)cc3)[C@@H](CO)O2)nn1 returned DENV2 CPE rescue 4, PAX8 inh HTS 14, EWS-Fli block 8, INS-1E GSIS act -19 and CFTR F508del cor 0.8.
For COc1cc(C2CC(=O)Oc3cc(OC)c(OC)c(OC)c32)cc(OC)c1OC (stereo not given) the results were miR-122 sensor 1, DENV2 CPE rescue -3, PAX8 inh HTS -3, EWS-Fli block -4, INS-1E GSIS act -9 and CFTR F508del cor 1.3.
Screening C[C@H]1CN([C@@H](C)CO)C(=O)Cc2cc(NC(=O)NC3CCCCC3)ccc2O[C@@H]1CN(C)Cc1ccc(C(=O)Nc2ccccc2N)cc1 returned DENV2 CPE rescue 32*, PAX8 inh HTS -22, EWS-Fli block 1, INS-1E GSIS act -12 and CFTR F508del cor -2.3.
For C=CCNC(=O)/C=C/c1c(F)cccc1Cl the results were DENV2 CPE rescue -4, PAX8 inh HTS -39, EWS-Fli block -35 and FN deposit inh 5.
For C[C@H]1CN([C@@H](C)CO)C(=O)c2cc(NC(=O)C3CC3)ccc2O[C@@H]1CN(C)S(=O)(=O)c1cccs1 the results were miR-122 sensor 1[16.7 µM], DENV2 CPE rescue 6, PAX8 inh HTS -34, EWS-Fli block -27, INS-1E GSIS act 14 and CFTR F508del cor 0.6.
`O=C(O)CCC(CNS(=O)(=O)c1ccccc1)C(F)(F)F` (stereo not given) gave DENV2 CPE rescue -5, PAX8 inh HTS -15, EWS-Fli block -4, INS-1E GSIS act -1 and CFTR F508del cor -3.6.
Screening CCCc1ccc(S(=O)(=O)N/N=C\c2ccc3c(c2)OCO3)cc1 returned miR-122 sensor 63, DENV2 CPE rescue -6, PAX8 inh HTS 0, INS-1E GSIS act 7 and CFTR F508del cor 2.4.
`O=C(COC(=O)c1ccco1)NCc1ccc(Cl)cc1` gave miR-122 sensor -6, DENV2 CPE rescue inconclusive, PAX8 inh HTS 0, EWS-Fli block 5, FN deposit inh 1, INS-1E GSIS act -6 and CFTR F508del cor -1.9.
O=C(Nc1cccc(-n2cnnn2)c1)c1ccc(C(F)(F)F)cc1 was read as miR-122 sensor -1, DENV2 CPE rescue -4, PAX8 inh HTS 9, EWS-Fli block -12, FN deposit inh -3 and CFTR F508del cor -0.3.
Screening COc1ccc(OC)c(NC(=O)CCNC(=O)Cn2ccc3ccccc3c2=O)c1 returned miR-122 sensor -10, DENV2 CPE rescue 0, PAX8 inh HTS 11, EWS-Fli block -3, FN deposit inh -3, INS-1E GSIS act 11 and CFTR F508del cor 1.2.
For N#CC1C(=O)c2ccccc2C1c1ccccc1 (stereo not given) the results were DENV2 CPE rescue -2, PAX8 inh HTS 32, EWS-Fli block 34, FN deposit inh 38*, INS-1E GSIS act 1 and CFTR F508del cor 3.7.
S=C(Nc1ccc(Cl)cc1)NC1CC2CCC(C1)N2Cc1ccccc1 (stereo not given) was read as DENV2 CPE rescue inconclusive, PAX8 inh HTS 0, EWS-Fli block -1, FN deposit inh -3, INS-1E GSIS act -49 and CFTR F508del cor -2.4.
O=C(CN(CC1CCCO1)S(=O)(=O)c1ccc(S(=O)(=O)NCC2CCCO2)cc1)Nc1ccccc1 (stereo not given) was read as miR-122 sensor 16, DENV2 CPE rescue -5, EWS-Fli block 4, INS-1E GSIS act -19 and CFTR F508del cor 1.3.
`COc1ccccc1/C=C/C(=O)OCC(=O)c1cc(C)n(C)c1C` gave DENV2 CPE rescue -5, PAX8 inh HTS -4, EWS-Fli block -10, FN deposit inh 1, INS-1E GSIS act -7 and CFTR F508del cor -0.1.
`C[C@@H]1CN([C@H](C)CO)C(=O)Cc2cc(NC(=O)Nc3ccc4c(c3)OCO4)ccc2O[C@H]1CN(C)S(C)(=O)=O` gave miR-122 sensor -5[16.7 µM], DENV2 CPE rescue 6, PAX8 inh HTS -2, EWS-Fli block -16, INS-1E GSIS act 5 and CFTR F508del cor -3.2.
`COc1ccc(NC(=O)N(C)C[C@@H]2Oc3ccc(NC(=O)Cn4cnnn4)cc3CC(=O)N([C@H](C)CO)C[C@@H]2C)cc1` gave miR-122 sensor -7[16.7 µM], DENV2 CPE rescue -9, PAX8 inh HTS -1, EWS-Fli block 0, INS-1E GSIS act 2 and CFTR F508del cor 1.1.
For CC(=O)C1=C(C)N(Cc2ccc(F)cc2)C(=S)NC1c1cccc(Br)c1 (stereo not given) the results were DENV2 CPE rescue 0, PAX8 inh HTS 2, EWS-Fli block 5, FN deposit inh -3 and CFTR F508del cor -0.2.
For O/N=C/c1ccc2ccccc2n1 the results were DENV2 CPE rescue 13, PAX8 inh HTS -45, EWS-Fli block -54, FN deposit inh 3, INS-1E GSIS act 7 and CFTR F508del cor 0.0.
For CC1=NN(C(N)=S)C(=O)C1N=Nc1ccc(S(N)(=O)=O)cc1 (stereo not given) the results were miR-122 sensor -3, DENV2 CPE rescue -2, PAX8 inh HTS -14, EWS-Fli block -8, FN deposit inh -3, INS-1E GSIS act 14 and CFTR F508del cor 4.1.
`COc1ccc(NC(=O)c2oc3ccccc3c2NC(=O)C(C)(C)C)cc1` gave miR-122 sensor -6, FN deposit inh -6 and INS-1E GSIS act -13.
For CCOC(=O)c1cc(NC(=O)c2ccc(C)cc2)c(=O)oc1C(F)(F)F the results were PAX8 inh HTS -13, EWS-Fli block -3, FN deposit inh -6, INS-1E GSIS act -8 and CFTR F508del cor -1.5.
`Cc1cc(-c2n[nH]c(=S)n2/N=C/c2ccccc2[N+](=O)[O-])n[nH]1` gave PAX8 inh HTS -5, FN deposit inh 22 and INS-1E GSIS act -11.
For CC(=O)c1c(C)[nH]c(C(=O)OCC(=O)Nc2cccnc2Cl)c1C the results were miR-122 sensor -3, DENV2 CPE rescue 5, PAX8 inh HTS 4, EWS-Fli block 18, FN deposit inh 4, INS-1E GSIS act 4 and CFTR F508del cor 1.0.
`Cc1noc(C)c1NC(=O)Nc1ccc2c(c1)C(=O)N([C@H](C)CO)C[C@H](C)[C@@H](CN(C)S(=O)(=O)c1cccs1)OCCCC[C@@H](C)O2` gave miR-122 sensor 7[16.7 µM], DENV2 CPE rescue inconclusive, PAX8 inh HTS -4, EWS-Fli block -7, FN deposit inh 1, INS-1E GSIS act 11 and CFTR F508del cor -2.0.
CCCCCCCCCCCCCC(=O)O was read as miR-122 sensor -2, DENV2 CPE rescue -9, EWS-Fli block 7, INS-1E GSIS act -2 and CFTR F508del cor 1.2.
Screening O=C1NC(c2ccc(Cl)cc2)Oc2ccccc21 (stereo not given) returned miR-122 sensor 4, DENV2 CPE rescue 1, PAX8 inh HTS 3, EWS-Fli block 14, FN deposit inh -3, INS-1E GSIS act 8 and CFTR F508del cor -0.6.
Screening O=c1c2cc(Cl)cc(Cl)c2nc2n1CCC2 returned PAX8 inh HTS 17, EWS-Fli block 7, FN deposit inh 17, INS-1E GSIS act -1 and CFTR F508del cor 4.3.
For O=C(c1ccncc1)N1CCN(S(=O)(=O)c2cccc(Cl)c2)CC1 the results were miR-122 sensor -9, DENV2 CPE rescue 2, PAX8 inh HTS 7, EWS-Fli block -3, FN deposit inh -4, INS-1E GSIS act -2 and CFTR F508del cor 1.3.
For COc1ccc(S(=O)(=O)NC2CC(=O)N(c3ccc(C)c(C)c3)C2)cc1 (stereo not given) the results were miR-122 sensor 1, DENV2 CPE rescue -8, PAX8 inh HTS 6, EWS-Fli block -8, FN deposit inh -1, INS-1E GSIS act 5 and CFTR F508del cor 0.1.
For Cc1cccc(OCC(=O)NNC(=O)CCCCC(=O)NNC(=O)COc2cccc(C)c2)c1 the results were DENV2 CPE rescue -2, PAX8 inh HTS 13, EWS-Fli block 9, FN deposit inh -6, INS-1E GSIS act 2 and CFTR F508del cor 1.0.
`C[C@@H]1CN([C@H](C)CO)C(=O)c2cccc(NC(=O)C3CCOCC3)c2O[C@H]1CN(C)Cc1ccncc1` gave miR-122 sensor -3[16.7 µM], DENV2 CPE rescue -3, PAX8 inh HTS -23, EWS-Fli block -2, FN deposit inh -5, INS-1E GSIS act 1 and CFTR F508del cor 0.4.
For COc1ccc(O)c(/C=N/NC(=O)c2cccc(N3CCCC3=O)c2)c1 the results were miR-122 sensor -4, DENV2 CPE rescue 10, PAX8 inh HTS 22, EWS-Fli block -19, FN deposit inh 11, INS-1E GSIS act 11 and CFTR F508del cor 3.0.
For O=C(Cc1ccc(F)cc1)N1CCN=C1SCc1ccc([N+](=O)[O-])cc1 the results were DENV2 CPE rescue inconclusive, PAX8 inh HTS -2, EWS-Fli block -4, FN deposit inh 0 and INS-1E GSIS act 6.
For CCC(N1CCOC1=O)S(=O)(=O)c1ccc(C)cc1 (stereo not given) the results were miR-122 sensor -5, PAX8 inh HTS -10 and FN deposit inh -1.
C/C=C/c1ccc([C@H]2[C@H](CO)N(C(=O)c3cnccn3)C23CN(C(=O)CC)C3)cc1 was read as DENV2 CPE rescue 15, EWS-Fli block -1, INS-1E GSIS act 13 and CFTR F508del cor 0.0.
For C[C@@H]1CN([C@H](C)CO)C(=O)c2cc(NC(=O)Nc3ccc(C(F)(F)F)cc3)ccc2O[C@@H](C)CCCCO[C@@H]1CN(C)S(=O)(=O)c1ccc(F)cc1 the results were miR-122 sensor 2[16.7 µM], DENV2 CPE rescue -1, PAX8 inh HTS 6, EWS-Fli block 3, FN deposit inh 3, INS-1E GSIS act 30 and CFTR F508del cor 5.0.
